Assay outcomes from PubChem.
BRCT inh green – blocks human BRCA1 BRCT binding to phosphopeptide, green readout; P38398; BRCA1 BRCT-phosphopeptide binding, green fluorescence polarization; Potency, µM (series often up to 76.9 µM), without a hit: at the top dose activity change, negative = inhibition, most hits filed as inhibitors; 75,000 compounds, 0.05% hits; AID 875;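 further: potency means the concentration at half of the fitted maximal effect; plate controls were peptide without protein for full effect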
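Fluorescence polarization: His-tagged BRCT (~35 kDa BRCA1 C-terminus, 250 nM) bound to 100 nM fluorescein-labeled phosphorylated 10-aa BACH1 peptide, pH 7.3 phosphate buffer with DTT and Tween 20. Compounds incubated 12 min at room temperature; inhibition read as lowered polarization.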
Luciferase inh – firefly luciferase inhibition | Potency, µM (titrated, usually from 57.1 µM), for the others: at the highest dose activity change, negative = inhibition, actives largely listed as inhibitors | P08659 | purified firefly luciferase, luminescence, 8 min | 72,000 compounds, 2.2% hits; further: potency means the concentration at half of the fitted maximal effect; on the % scale 0 is the no-effect control and ±100 the full control effect; nearly all actives have a fitted effect of over 40% in size
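Inhibition of light generation by firefly luciferase from ATP and luciferin was profiled with concentration-response curves per sample, ATP held at 10 uM within the enzyme's linear range. Plates were read by luminescence after an 8-minute ambient incubation.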
A350 autofl – compound fluoresces in the Alexa 350 spectral region; max dye-equivalent concentration, M; 59,000 compounds, 11% hits; Compound autofluorescence, 340/450 nm, Alexa 350 dye-equivalents; active compounds read high; in the data active means max dye-equivalent concentration above about 10 nM; inconclusive means mostly about 1.1 nM to 9.6 nM
CRE-bla Fsk – alters forskolin-stimulated CRE reporter signaling in CHO cells. 71,000 compounds, 2.5% hits. CHO CRE-bla reporter (cAMP response element driving beta-lactamase), forskolin EC10, beta-lactamase ratio. Potency, µM (doses to about 38.2 µM), inactives show top-dose activity change, negative = inhibition, hits mostly activators; active means well fitted activation curve with a large enough effect in the signal ratio, with a control signal flat, not every such curve was filed as active; inconclusive means small, poorly fitted or top-dose-only effect, or effect the other way, or a change in a side signal; the % refers to the signal ratio; further: potency means the concentration at half of the fitted maximal effect; % of control where 0% means no effect
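Cells were plated overnight at 37 °C, exposed to compound titrations plus EC10 NKH 477 for 3 h, then given CCF4 dye for 2 h at room temperature. Blue/green (460/530 nm) ratio was converted to %Activity and AC50 values calculated.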
BRCT PPI red – BRCT-phosphoprotein interaction inhibition (red fluorophore); BRCT-phosphopeptide binding, red fluorescence polarization; Potency, µM (series often up to 76.9 µM), without a hit: top-dose activity change, negative = inhibition, usual class: inhibitors; 75,000 compounds, 0.03% hits; AID 892; further: on the % scale 0 is the no-effect control and ±100 the full control effect
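Fluorescence polarization: 100 nM His-tagged BRCA1 BRCT with 100 nM TAMRA-labelled phospho-BACH1 decapeptide, phosphate buffer pH 7.3 with 150 mM NaCl, DTT, 0.01% Tween 20; 12 min RT. Binding inhibition seen as FP decrease.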
Tau filament bind – binders of human tau filaments | 71,000 compounds, 2% hits | P10636 | recombinant tau filaments, thioflavin S fluorescence, 15 h; filaments grown with octadecylsulfate alongside compound | AID 596 | Potency, µM (doses to about 57.1 µM), for the others: top-dose activity change, negative = inhibition;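 further: potency means the concentration at half of the fitted maximal effect; on the % scale 0 is the no-effect control and ±100 the full control effect; actives lower thioflavin S fluorescence by blocking filaments or displacing dye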
Target sequence (P10636 whole entry, looked up): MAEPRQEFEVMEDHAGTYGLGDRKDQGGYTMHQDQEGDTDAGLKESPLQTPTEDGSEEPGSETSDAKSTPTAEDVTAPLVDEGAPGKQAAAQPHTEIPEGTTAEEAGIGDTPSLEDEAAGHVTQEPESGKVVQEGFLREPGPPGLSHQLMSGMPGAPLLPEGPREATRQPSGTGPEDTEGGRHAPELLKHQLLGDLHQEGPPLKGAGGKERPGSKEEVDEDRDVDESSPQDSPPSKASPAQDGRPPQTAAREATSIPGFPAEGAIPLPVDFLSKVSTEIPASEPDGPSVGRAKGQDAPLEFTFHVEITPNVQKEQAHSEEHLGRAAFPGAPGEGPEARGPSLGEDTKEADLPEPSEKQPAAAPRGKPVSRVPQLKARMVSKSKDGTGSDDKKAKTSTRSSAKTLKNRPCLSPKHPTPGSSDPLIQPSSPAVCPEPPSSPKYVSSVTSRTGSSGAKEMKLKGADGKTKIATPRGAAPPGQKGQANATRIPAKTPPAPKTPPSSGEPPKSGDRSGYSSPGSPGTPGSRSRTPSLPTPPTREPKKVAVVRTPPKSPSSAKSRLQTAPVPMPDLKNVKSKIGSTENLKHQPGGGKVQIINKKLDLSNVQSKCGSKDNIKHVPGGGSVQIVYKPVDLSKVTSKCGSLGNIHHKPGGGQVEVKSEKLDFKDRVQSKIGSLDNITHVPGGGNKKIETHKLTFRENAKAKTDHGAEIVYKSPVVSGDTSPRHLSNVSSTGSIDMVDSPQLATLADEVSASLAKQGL
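Assay mix: 1 uM His-tagged tau, 30 uM sodium octadecylsulfate, thioflavine S dye in HEPES/NaCl/DTT buffer. Compound is added prior to the inducer. Fluorescence after 15 h at 37 C.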
Caspase-7 inhib – caspase-7 (human) inhibition, allosteric or competitive | P55210 | recombinant caspase-7, Ac-DEVD-AFC fluorescence rate | Potency, µM (doses to about 57.5 µM), inactives show at the highest dose activity change, negative = inhibition, actives largely listed as inhibitors | 75,000 compounds, 0.02% hits; active means well fitted inhibition curve with a large enough effect in the main read-out, with a control signal flat, not every such curve was filed as active; inconclusive means small, poorly fitted or top-dose-only effect, or a change in a side signal; further: potency means the concentration at half of the fitted maximal effect; % of control where 0% means no effect
Target sequence (P55210 24-198 limits assumed): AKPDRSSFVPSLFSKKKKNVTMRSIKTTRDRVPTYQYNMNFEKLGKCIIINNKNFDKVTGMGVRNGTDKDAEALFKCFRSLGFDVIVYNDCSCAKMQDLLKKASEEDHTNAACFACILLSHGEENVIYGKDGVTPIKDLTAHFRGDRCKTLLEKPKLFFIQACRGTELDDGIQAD
Target sequence (P55210 207-303 limits assumed): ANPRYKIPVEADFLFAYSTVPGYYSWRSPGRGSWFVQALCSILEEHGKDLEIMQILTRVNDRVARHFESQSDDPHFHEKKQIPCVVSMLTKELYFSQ
USP2a inhib – USP2a (human) protease inhibition | O75604 | USP2a enzymatic assay, qHTS inhibition | Potency, µM (titrated, usually from 38.3 µM), for the others: top-dose activity change, negative = inhibition, hits mostly inhibitors | 60,000 compounds, 0.1% hits | AID 927;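 further: potency means the concentration at half of the fitted maximal effect; nearly all actives have a fitted effect of over 60% in size; plate controls were DMSO for no effect and NEM full inhibition control for full effect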
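Coupled readout: USP2-cleaved Ub-PLA2 (20nM final) turns over NBD C6-HPC (20uM final), Ex 460nm/Em 535nm after 2.5 h, time-zero read flagging artifacts. Enzyme (20nM final, pH 8.0 Tris) given 30 min RT with compound first; NEM defines full inhibition.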
Caspase-1 inhib – allosteric or competitive inhibitors of human caspase-1 | P29466 | Caspase-1 enzyme, Ac-WEHD-AFC fluorogenic rate | Potency, µM (series often up to 57.5 µM), for the others: at the highest dose activity change, negative = inhibition, usual class: inhibitors | 75,000 compounds, 0.03% hits | AID 900;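 further: potency means the concentration at half of the fitted maximal effect; plate controls were vehicle for no effect and no substrate for full effect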
ERK AVP inh – inhibitors of vasopressin-stimulated ERK signaling pathway | HEK293-V1b, vasopressin-stimulated pERK AlphaScreen | Potency, µM (doses to about 57.5 µM), for the others: at the highest dose activity, negative = inhibition, usual class: inhibitors | AID 995 | 72,000 compounds, 0.99% hits; further: potency means the concentration at half of the fitted maximal effect; on the % scale 0 is the no-effect control and ±100 the full control effect; nearly all actives have a fitted effect of over 55% in size
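qHTS, compounds titrated on V1b-expressing HEK293 cells. Preincubation 30 min at 37C, vasopressin 25 nM for 5 min, lysis 10 min, bead incubation 5 hr at room temperature.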
HEK293 cAMP cs – parental HEK293 cAMP activation (counter-screen). parental HEK293 CNG cAMP sensor, membrane potential fluorescence. Potency, µM (highest dose often 57.1 µM), inactives show at the top dose activation, usual class: activators. 73,000 compounds, 2.5% hits. AID 938; further: potency means the concentration at half of the fitted maximal effect; % of control where 0% means no effect; nearly all actives have a fitted effect of over 55% in size
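Parental HEK 293 cells stably expressing a cAMP-gated CNG channel were loaded with membrane potential dye containing 100 uM RO 20-1724 for 60 min. Compound added for 30 min; depolarization read as fluorescence intensity at 590 nm.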
The depositor's hits bear a star; i = inactive; ? = inconclusive; / = not tested or not shown; [ ] = dose if it differs, or a comment. Unless noted, the call rests on the fitted dose curve; in most records, active means well fitted curve in the direction sought with a large enough effect; inconclusive means small, poorly fitted or top-dose-only effect, or another doubt; inactive means no such curve, though single readings can be large; an effect the other way counts as inactive or inconclusive.

SMILES	BRCT inh green	Luciferase inh	A350 autofl	CRE-bla Fsk	BRCT PPI red	Tau filament bind	Caspase-7 inhib	USP2a inhib	Caspase-1 inhib	ERK AVP inh	HEK293 cAMP cs
Cc1c(C(=O)NCc2ccc3c(c2)OCO3)oc2ccc(S(=O)(=O)N3CCCCC3)cc12	-0.8%	2%	i	19%	-2.2%	27%	-1%	53%[activator]	-4%	-3%	0%
O=C(Nc1ccc2c3c(cccc13)CC2)c1ccco1	-0.3%	-22%	i	?	-0.2%	-17%	0%	13%	-4%	-15%	?
CN(C)S(=O)(=O)c1ccc(N2CCOCC2)nc1	-2.3%	1%	2.3e-08M*	-2%	0.9%	-5%	0%	-5%	1%	-1%	3%
CCc1nc2ccccc2n1Cc1ccccc1OC	1.6%	1%	i	-3%	-0.7%	-2%	2%	3%	-4%	-7%	?
COc1cccc(C(=O)Nc2ccc(NC(=O)C(C)C)nc2)c1	2.2%	-12%	i	1%	-2.6%	-21%	-6%	6%	-4%	7%	22%
CC(NCCO)C(=O)C12CC3CC(CC(C3)C1)C2 (stereo unspecified)	0.0%	1%	4.3e-08M*	-1%	-1.1%	-8%	-1%	0%	-2%	4%	10%
CCN1CCCC1CNC(=O)c1ccc(-n2c(=O)c(=O)[nH]c3ccccc32)cc1 (stereo unspecified)	-2.5%	/	/	/	-1.5%	/	-1%	/	-2%	/	?
CC(=O)NC(CCS(C)(=O)=O)C(=O)N1CCc2ccccc21 (stereo unspecified)	-2.5%	-1%	i	2%	2.1%	-10%	-1%	-11%	-2%	29%	7%
COc1ccc(N2CCN(C(=O)CN(c3ccccc3)S(C)(=O)=O)CC2)cc1	0.3%	3%	i	6%	1.1%	0%	6%	-1%	-1%	-4%	1%
O=C(CN1CCC(n2nnc3ccccc32)CC1)NCc1cccs1	-2.2%	0%	i	-2%	0.4%	3%	0%	17%	2%	20%	1%
COc1ccc(S(=O)(=O)NCCOc2ccccc2)cc1OC	0.6%	1%	i	3%	-1.8%	-4%	1%	2%	1%	-15%	6%
Fc1cccc2sc(N3CCOCC3)nc12	-1.3%	-6%	i	-5%	0.7%	10%	-4%	-1%	0%	2%	4%
COCCNC(=O)c1ccccc1NC(=O)c1ccc(OC)c(OC)c1	3.1%	-2%	?	?	-1.0%	-8%	-1%	0%	-1%	-17%	4%
COC(=O)[C@@]1(Cc2ccc(OC)cc2)[C@H]2c3cc(C(=O)N(C)C)n(Cc4ccc(O)c(OC)c4)c3C[C@H]2CN1C(=O)c1ccccc1	6.7%	/	/	?	-0.1%	7%	-4%	/	-3%	6%	?
CC(C)CCNC(=O)CN(C)S(=O)(=O)c1cccc2nsnc12	-0.2%	-2%	i	-4%	-0.2%	-2%	0%	-3%	2%	12%	?
COCC(=O)N1CCC[C@@]2(CCN(Cc3nccs3)C2)C1	-0.4%	2%[11.4 µM]	i	-2%	0.2%	0%	-6%	1%	-1%	11%	-1%
CCOc1cc(S(=O)(=O)NCc2ccccn2)c(C)cc1C	-0.7%	1%	i	-4%	-1.6%	5%	-1%	17%	3%	-4%	2%
CCC(=O)N1c2ccc(S(=O)(=O)CCC(=O)N3CCn4c3nc3ccccc34)cc2CC1C (stereo unspecified)	-0.6%	1%	i	?	0.5%	13%	0%	22%	2%	2%	10%
Nc1nonc1-c1nc2ccccc2n1CCC(=O)O	-0.5%	3%	i	1%	0.2%	-21%	-1%	1%	1%	0%	2%
O=C(Nc1cccnc1)Nc1ccc2c(c1)OCO2	-0.6%	16µM*	i	-1%	0.8%	-4%	1%	3%	2%	-15%	-3%
CCOc1cccc(NC(=O)C2CCCN(S(=O)(=O)c3ccc(OC)cc3)C2)c1 (stereo unspecified)	3.0%	3%	i	-10%	-0.5%	3%	-5%	19%	-3%	5%	-8%
Cc1oc(C(=O)Nc2ccc(O)cc2)cc1COc1ccccc1	-0.6%	/	i	?	2.4%	/	-2%	45%[activator]	-1%	-22%	11%
O=C(C1CCN(S(=O)(=O)c2cccc3nsnc23)CC1)N1CC=C(c2ccccc2)CC1	0.3%	3%	i	?	-0.3%	20µM*	-1%	54%[activator]	-2%	20%	11%
NCCCC(N)CC(=O)NCC1NC(=O)C(CO)NC(=O)C(N)CNC(=O)C(C2CCN=C(N)N2)NC(=O)/C(=C\NC(N)=O)NC1=O (stereo unspecified)	-1.1%[3.08 µM]	/	/	/	0.7%	/	-3%	1%	-4%	31%	/
CC1Oc2ccccc2C=C1C1/C(=C(/O)c2ccccc2)C(=O)C(=O)N1CCCN(C)C (stereo unspecified)	0.8%	-3%	/	-2%	0.1%	3%	-4%	3%	-3%	-8%	-12%
Cc1cc2c(nc1C)CCCCN2C[C@H](O)CN1CCCc2nc(-c3ccc(Br)cc3)ccc21	2.8%[15.4 µM]	-7%[11.4 µM]	/	/	1.6%[15.4 µM]	/	-1%[11.5 µM]	/	-4%[11.5 µM]	17%[11.5 µM]	11%[11.4 µM]
CCOC(=O)C1=C(N)Oc2c(oc(CO)cc2=O)C1c1c(F)cccc1Cl (stereo unspecified)	-1.6%	-1%	i	0%	0.3%	11%	-11%	18%	-3%	8%	?
O=c1nc(N(c2ccccc2)c2ccccc2)[nH]c(=O)[nH]1	-1.0%	-1%	i	-4%	-1.8%	1%	0%	-5%	-3%	-1%	-1%
c1ccc(-c2c3ccccc3nc3[nH]c4ccccc4c23)cc1	0.4%	/	/	?	-4.3%	26%	-9%	/	-5%	11%	10µM*
O=C1c2cccnc2C(=O)N1Cc1cccs1	-0.6%	1%	/	-18%	0.5%	-3%	1%	/	-3%	/	?
O=C(Cc1n[nH]c(=O)c2ccccc12)NCc1ccccn1	-2.8%	2%	i	?	0.6%	2%	0%	1%	0%	9%	-2%
O=C(O)[C@H]1CCCC[C@@H]1c1c2ccc(=O)c(O)c-2oc2c(O)c(O)ccc12	-9.7%[15.4 µM]	-3%[11.4 µM]	i	-11%[7.6 µM]	-24%[15.4 µM]	4µM*	-17%[11.5 µM]	/	0%[11.5 µM]	-12%[11.5 µM]	?
CCCCNc1nc(C)nc2c1nc(-c1ccccc1)n2CC(C)(C)CN(C)C	1.0%	/	/	3%	-0.7%	-16%	0%	/	1%	-6%	32µM*
CCOC(=O)c1oc2ccccc2c1CSc1nnnn1-c1ccccc1	-0.4%	0%	i	12%	0.0%	66%	-1%	0%	-2%	-20%	16µM*
C=CCn1c(SCc2c(C)noc2C)nc2sc3c(c2c1=O)CCCCC3	-1.1%	-1%	i	2.5µM*	0.0%	47%	-3%	5%	-1%	-1%	8%
Nc1csnc1C(=O)O	-0.8%	0%	i	0%	1.3%	2%	6%	-14%	1%	15%	3%
COC(=O)CN1C(=O)C(C)=C(c2ccc(C)cc2)S1(=O)=O	-3.2%	/	/	/	-0.7%	/	0%	/	-4%	/	-9%
CCCCNC(=O)C(c1ccc(-c2ccccc2)cc1)N(CCN1CCOCC1)C(=O)CCCCCN1C(=O)NC(c2ccc([N+](=O)[O-])cc2)C(C(=O)OCc2ccccc2)=C1C (stereo unspecified)	-1.2%	/	/	-2%	0.1%	?	0%	/	-1%	13%	-8%
Cc1ccc(OCCCC(=O)Nc2ccc3c(c2)OCO3)cc1	1.5%	2%	/	?	-0.4%	119%[11.4 µM]	0%	13%[7.66 µM]	3%	-1%	12%[11.4 µM]
Cc1nn(Cc2ccccc2Cl)c(C)c1C(=O)Nc1nnc(C2CC2)s1	0.1%	4%	i	-6%	-1.4%	44%	-1%	29%	1%	-19%	5%
CCOC(=O)N1CCN(CC(O)c2ccc3c(c2)CCN3)CC1 (stereo unspecified)	-0.4%	-2%	?	-4%	-0.1%	-4%	-3%	9%	-8%	-14%	11%
CCOC(=O)c1[nH]c(Cc2[nH]c(C(=O)OCC)c(C)c2CCC(=O)OC)c(CCC(=O)OC)c1C	0.3%	2%	/	?	1.0%	15%[11.4 µM]	-5%	10%[7.66 µM]	0%	-19%	?
O=C(CCn1c(=O)c2sccc2n(CC(=O)NCc2ccco2)c1=O)NCc1ccccc1	-1.9%	-6%	i	-7%	-0.8%	-4%	-7%	-3%	-2%	-14%	5%
CN(C(=O)c1ccccn1)c1nnc(-c2cnccn2)s1	1.1%	-15%	i	0%	-0.5%	2%	-1%	2%	0%	-2%	-1%
